Screening results as filed in PubChem BioAssay.
PAX8 inh HTS: inhibitors of PAX8 transcriptional activity in RMG-I cells; RMG-I TPO-luciferase reporter, SteadyGlo, 24 h; inhibition, % at 12.6 µM; hit rate 1.2% among 360,000; AID 652154;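 active = mean replicate inhibition at least 60% with every replicate also reaching 60%; inconclusive = only one of the two criteria is met; inactive = mean below 60% and not all replicates reaching 60%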;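 also: luciferase light reporting Pax8 driven TPO promoter activity; plate controls were median of neutral control wells for no effect and mitoxantrone controls for full effect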
GSIS activator: GLuc luminescence reporter in INS-1E cells, primary screen for activators of glucose-dependent secretion of insulin. activation, % at 16.6 µM. hit rate 0.61% among 370,000. INS-1E GLuc reporter insulin secretion, 2-3 h. AID 743287;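 active = lowest replicate activation of at least 40%, so every replicate reaches that level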;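 also: 0% = median of neutral control wells and 100% = median of IBMX positive control wells; some compounds called inactive have numbers as strong as hits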
Statin myotox sup: suppression of simvastatin myotoxicity; C2C12 myotubes + simvastatin, ATP luminescence, 48 h; scaled: DMSO 0, geranylgeraniol control 100; rescue of ATP level, % at 7.49 µM; hit rate 0.78% among 330,000; AID 602340;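 active = mean ATP rescue above about 67%, or every replicate alone reaching that limit, limit read from the data, passing the limit was not always enough; inconclusive = no clear call, values can overlap the other calls; inactive = mean under the limit and some replicate under it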;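 also: myotubes were challenged with 10 µM simvastatin during compound exposure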
Cneo AK release: Cryptococcus neoformans lysis via adenylate kinase release; hit rate 0.2% among 360,000; C. neoformans lysis, adenylate kinase release luminescence, 4 h; normalised: neutral wells 0, clomiphene wells 100; lysis activity, % at 15 µM; AID 651654;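 active = mean lysis activity across replicates of at least 80%, whatever share of replicates individually reach that level; inactive = mean lysis activity below 80%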
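Test system: log-phase Cryptococcus neoformans yeast cells. Input: 5 × 10^6 yeast cells/mL. Medium: fresh YPD growth medium. Doses: single dose. Incubation: static 4 h at 37 °C with compound, 1 h detection. Measured by: luminescent adenylate kinase detection reagent. Read-out: signal increase indicating cell lysis. Benchmarks: Clomiphene.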
PglD DTNB: inhibitors of Campylobacter jejuni PglD acetyltransferase; purified PglD enzyme, DTNB colorimetric CoA detection; inhibition, % at 12.5 µM; hit rate 0.098% among 360,000; AID 602405; in the data active = inhibition above about 16%, passing the limit was not always enough; inconclusive = no clear call, values can overlap the other calls; also: strong numbers were not always called active
LGR2 inh: blocks bursicon-induced cAMP signaling via Drosophila LGR2 | inhibition, % at 9.99 µM | HEK293 LGR2, CRE-luciferase, bursicon-stimulated, 4 h | hit rate 0.35% among 380,000;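 active = drop in luminescence signal, shown as inhibition above about 50% in the replicate tests, limit read from the data, passing the limit was not always enough; inconclusive = probably only some replicates passing the limit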;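 also: agonist challenge used bursicon conditioned medium at about half maximal strength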
PGC1a acetyl inh: modulators of PGC1a acetylation. U2OS PGC1a acetylation, AlphaScreen anti-acetyl-lysine; with virally co-expressed GCN5 acetyltransferase. inhibition, % at 15.6 µM. hit rate 0.17% among 350,000;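 active = every replicate shows inhibition of at least 40%; inconclusive = mean inhibition at least 40% but some replicate below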;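 also: 0% = neutral control wells and 100% = positive control wells; some results beyond the cut were filed as inactive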
ARNT-TACC3 inh: disruptors of human ARNT/TACC3 interaction | Q9Y6A5 | AlphaScreen His-ARNT PAS-B/GST-TACC3 binding, luminescence; TACC3 fragment carries E629A point mutation | inhibition, % at 9.99 µM | hit rate 0.66% among 390,000;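 active = mean inhibition of replicates at least 50% and at least half of replicates each reaching 50%; inconclusive = half or more replicates reach 50% but mean below 50%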;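 also: 0% = complete ARNT plus TACC3 wells and 100% = ARNT alone without TACC3; many hits fall short of the cut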
* = called active by the depositor; ? = inconclusive; nt = no result given; & = joins results of further samples.

SMILES	PAX8 inh HTS	GSIS activator	Statin myotox sup	Cneo AK release	PglD DTNB	LGR2 inh	PGC1a acetyl inh	ARNT-TACC3 inh
O=c1oc2ccccc2c(N2CCCCC2)c1[N+](=O)[O-]	30	-2	nt	-1	-12	-1	-3	-2
O=C1C2CCCCC2C(=O)N1c1ccc(NC2CCN(Cc3ccccc3)CC2)c([N+](=O)[O-])c1 (stereo not drawn)	2	-2	-8	1	-1	-17	4	-2
CCCN1CCN(C2CCCCC2NS(=O)(=O)c2ccc(Cl)cc2)CC1 (stereo not drawn)	nt	nt	-1	-3	-1	nt	-11	7
CC(C)NC(=O)N(C)C[C@H]1Oc2ccc(NS(=O)(=O)c3ccc(Cl)cc3)cc2C(=O)N([C@H](C)CO)C[C@@H]1C	-6	7	-13	-2	0	18	-2	-4
CCS(=O)(=O)N1CCN(c2ccc(C(=O)NC34CC5CC(CC(C5)C3)C4)cc2[N+](=O)[O-])CC1	-6	-25	nt	nt	nt	-17	nt	-9
COc1ccccc1C1(CC(=O)N2CCCCC2)CCOC(C(C)C)C1 (stereo not drawn)	nt	nt	-4	4&-1	2&-9	nt	-10	-1&-5
CCOC(=O)c1ccc(NC(=O)CN(c2ccc(C)cc2)S(=O)(=O)c2c(C)n[nH]c2C)cc1	nt	-31	nt	-2	-3	14	-15	nt
O=C(Nc1nc(-c2ccc(S(=O)(=O)N3CCCCCC3)cc2)cs1)c1cccs1	24	nt	11	2	3	nt	-23	nt
Cc1cc(Oc2ccccc2)nc(NCc2ccccc2)n1	nt	21	nt	1	-2	3	-1	2
COc1ccc(OC)c(S(=O)(=O)NC(=O)C2(C)CCN2C(=O)CC2CCCC2)c1 (stereo not drawn)	-2	-4	3	-1	0	-6	6	nt
CNc1cncc(-c2ccoc2)n1	17	-11	2	-1	-2	3	4	nt
COCc1cc(CN2CCCC2)c(O)c2ncccc12	nt	-20	-205	0	-6	4	3	60*
Nc1ccc(C(=O)OCC(=O)N2c3ccccc3Sc3ccccc32)cc1[N+](=O)[O-]	-3	1	nt	-5	-7	18	nt	-1
CCCNC(=O)N1CC2(C1)[C@H](c1ccccc1)[C@@H](CO)N2Cc1cccc(F)c1	-3	-3	nt	nt	nt	-15	-10	nt
CCCn1c(CCc2ccccc2)nnc1SCC(=O)N1CCCC1	4	nt	nt	0	3	nt	-4	-24
COc1cc2ccc(C(=O)O)cc2cc1OC	-6	9	4	-1	nt	27	6	nt
Cc1ccc(N=Nc2cc(C)ccc2O)c(C)c1	-55	4	3	-2	2	-88	-4	0
C[C@H]1CN([C@@H](C)CO)C(=O)Cc2cc(NC(=O)Cn3cnnn3)ccc2O[C@H]1CN(C)C(=O)Nc1ccc2c(c1)OCO2	-19	21	30	-2	5	-6	-3	9
O=C(/C=C/c1ccco1)NC(=S)NNC(=O)c1ccco1	nt	-2	-16	-4	-3	6	30	29
CCCC(=O)Nc1ccc2c(c1)OC[C@H](C)N(Cc1ccccc1F)C[C@@H](C)[C@@H](OC)CN(C)C2=O	8	-37	9	1	0	19	2	-8
CCc1c(C(C)S(=O)(=O)c2ccc(C)cc2)[nH]c(=O)n1-c1ccc(OC(F)(F)F)cc1 (stereo not drawn)	nt	-37	5	1	3	1	-5	-1
CCN(CC)S(=O)(=O)c1cccc(C(=O)OCC(=O)N2CC(=O)Nc3ccccc32)c1	-2	nt	-3	1	-1	nt	2	0
CCOc1cc(/C=N/NC(=O)NN(C)c2ncc(C(F)(F)F)cc2Cl)ccc1O	23	-25	nt	nt	nt	28	19	nt
CC(C)NC(=O)Nc1ccc2c(c1)C(=O)N([C@@H](C)CO)C[C@H](C)[C@H](CN(C)S(=O)(=O)c1cn(C)cn1)OCCCC[C@@H](C)O2	-11	22	nt	0	4	0	3	-9
N/C(=N\OC(=O)c1cccc([N+](=O)[O-])c1)c1cccnc1	-27	16	nt	nt	nt	-20	nt	-6
O=C(CSc1ccc2nnc(-c3ccc(F)cc3)n2n1)N1CCCc2ccccc21	19	12	nt	nt	nt	33	nt	14
CN1C(=O)c2cc(NC(=O)c3ccc(F)cc3)ccc2OC[C@H]2O[C@@H](CC(=O)O)CC[C@@H]21	-12	0	-5	-3	-2	2	9	-15
O=C(Nc1cccc(Cl)c1)N[C@H]1CC[C@@H](CCn2cc(Cc3ccccc3)nn2)O[C@H]1CO	22	-9	15	-13	-9	21	9	3
C[C@H]1CN([C@@H](C)CO)C(=O)c2cc(NS(C)(=O)=O)ccc2O[C@@H]1CN(C)Cc1ccncc1	0	23	15	-1	3	-11	1	-4
C[C@@H]1CN([C@H](C)CO)C(=O)c2cc(NC(=O)c3ccncc3)ccc2O[C@@H](C)CCCCO[C@@H]1CN(C)C(=O)C1CCCCC1	3	6	9	-2	0	-4	2	-1
C[C@@H]1CN([C@@H](C)CO)C(=O)c2cc(NC(=O)Nc3cccc4ccccc34)ccc2O[C@@H](C)CCCCO[C@@H]1CN(C)Cc1ccccc1	25	-8	nt	-4	0	4	-15	21
Cn1cnc(S(=O)(=O)N[C@H]2CC[C@@H](CC(=O)Nc3ccc(-c4ccccc4)cc3)O[C@H]2CO)c1	-6	6	-2	-5	-5	6	nt	-7
O=[N+]([O-])c1ccc(N2CCN(c3cccc(Cl)c3)CC2)nc1	11	-11	1	2	-5	-7	-12	5
NC(Cc1ccc(F)cc1)c1csc(Nc2nncc3ccccc23)n1 (stereo not drawn)	15	-32	-38	-13	0	23	-18	nt
O=C(C(=O)N1CCN(c2cccc(Cl)c2)CC1)N1CCCCC1	8	-10	-2	1	5	nt	-19	4
C[C@H](CO)N1C[C@H](C)[C@H](CN(C)S(=O)(=O)c2cccs2)Oc2ccc(NS(=O)(=O)c3ccc(F)cc3)cc2C1=O	10	-22	29	-1	-3	-2	-2	1
CN(C)C(=O)c1cccc(-c2ccc3c(c2)[C@H]2[C@H](CCN2C(=O)c2ccccc2)[C@@H](CO)N3C)c1	-3	-23	-3	-7	1	-8	-8	1
CS(=O)(=O)N1CCN(c2ccc(C(=O)NC34CC5CC(CC(C5)C3)C4)cc2[N+](=O)[O-])CC1	10	-4	10	1	2	-8	-5	-3
COCc1ccc(C(=O)N(C)C2CCCN(Cc3ccccc3F)C2)o1 (stereo not drawn)	8	10	-3	2	6	14	0	9
CC(C)c1ccc(S(=O)(=O)c2nnn3c2nc(NCC2CCCO2)c2ccccc23)cc1 (stereo not drawn)	nt	nt	-7	0	-3	nt	-9	0
O=C(c1ccccc1)N1CCN(C(=O)c2ccc3c(c2)OCO3)CC1	-1	-2	0	23	-3	4	2	-2
O=C(Nc1ccc(OC(F)F)c(Cl)c1)Nc1ccc2c(c1)OCO2	-37	nt	-34	nt	nt	nt	20	-1
Cc1cc(N2CCN(C(=O)/C=C/C(=O)O)CC2)c2ccccc2n1	0	11	-6	nt	nt	7	nt	9
C[C@@H]1CN([C@H](C)CO)C(=O)c2cc(NS(=O)(=O)c3ccccc3)ccc2O[C@@H](C)CCCCO[C@H]1CN(C)S(=O)(=O)c1ccc(F)cc1	58	-25	0	5	-1	3	3	0
CCCC#Cc1ccc2c(c1)O[C@@H](CN(C)C(=O)CC)[C@H](C)CN([C@H](C)CO)S2(=O)=O	-8	-15	-33	0	-1	2	1	5

An excerpt of these results, bar-delimited.
mol | PAX8 inh HTS | GSIS activator | Statin myotox sup | Cneo AK release | PglD DTNB | LGR2 inh | PGC1a acetyl inh | ARNT-TACC3 inh
O=C(Nc1nc(-c2ccc(S(=O)(=O)N3CCCCCC3)cc2)cs1)c1cccs1 | 24 | nt | 11 | 2 | 3 | nt | -23 | nt
C[C@@H]1CN([C@@H](C)CO)C(=O)c2cc(NC(=O)Nc3cccc4ccccc34)ccc2O[C@@H](C)CCCCO[C@@H]1CN(C)Cc1ccccc1 | 25 | -8 | nt | -4 | 0 | 4 | -15 | 21

Other structures
SMILES	PAX8 inh HTS	GSIS activator	Statin myotox sup	Cneo AK release	PglD DTNB	LGR2 inh	PGC1a acetyl inh	ARNT-TACC3 inh
COc1ccc(S(=O)(=O)N2CCN(c3ccccc3OC)CC2)cc1C(=O)N1CCCCC1	23	-23	3	-2	-1	19	nt	-9
COc1ccc(C(C)(C)C)cc1NC(=O)COC(=O)c1nc2nccc(C)n2n1	-4	nt	1	-2	-3	-21	-3	nt
CC1CC(C)CN(c2nc3c(c(=O)[nH]c(=O)n3C)n2CCCSc2nc3ccccc3s2)C1 (stereo not drawn)	-11	nt	14	-3	6	nt	14	2
Oc1c(/C=N/Nc2cccc3cccnc23)ccc2ccccc12	-57	19	nt	-1	-9	-88	-4	3
CC(=O)c1ccccc1NS(=O)(=O)c1ccccc1Cl	15	-2	nt	nt	nt	12	nt	-1
O=c1cc(O)c2ccccc2n1Cc1ccccc1Cl	10	-10	5	2	-1	6	7	-5
O=C(NCc1cccc(Cl)c1)c1ccc2nc(N3CCOCC3)sc2c1	-23	nt	7	0	0	34	-4	6
CC1=C(C(=O)OCC(C)C)C(c2cccc(F)c2)N2C(=O)C(C)SC2=N1 (stereo not drawn)	nt	nt	13	1	2	nt	-7	-8
C[C@H]1CN([C@@H](C)CO)C(=O)c2cc(NS(=O)(=O)c3ccccc3)ccc2O[C@@H]1CN(C)C(=O)NC1CCCCC1	7	-3	22	0	3	8	0	nt
Cc1c(NC(=O)CCC2CCCCC2)c(=O)n(-c2ccccc2)n1C	nt	16	-13	5	2	18	-6	0
COCCCNC(=S)Nc1ccc(S(=O)(=O)Nc2cc(OC)nc(OC)n2)cc1	2	-5	-4	0	1	12	-3	nt
CC(=O)N1CC(=O)N2[C@H](CO)[C@H](c3ccc(-c4ccc(C#N)cc4)cc3)[C@H]2C1	4	7	nt	nt	nt	2	3	nt
O=C(CCC(=O)OCC(=O)c1ccccc1)Nc1cccc2cccnc12	nt	13	7	1	-1	5	8	-7
COc1cc(/C=N/N2C(=O)c3ccccc3NC2(C)c2cccc([N+](=O)[O-])c2)cc(Br)c1O (stereo not drawn)	nt	-31	11	-11	-4	5	nt	4
CCN(CC)CCNc1nc(-c2cccs2)c(CC(=O)O)s1	12	-2	-5	6	-2	nt	-2	2
Cc1ccc(S(=O)(=O)NCC(=O)OCC(=O)Nc2ncc(Cl)cc2Cl)cc1	nt	nt	?	-2	-7	nt	6	2
O=C(Nc1ccccc1)N(Cc1ccccc1)CC(O)C(F)(F)F (stereo not drawn)	nt	nt	nt	4	-1	nt	-18	6
CCOC(=O)c1sc(N(Cc2ccccc2)C(=O)CSc2nnc(C3CC3)n2N)nc1C	nt	nt	-12	0	-3	nt	-14	nt
CC(=O)NCCn1c(SCC(=O)NCC2CCCO2)nc2ccccc2c1=O (stereo not drawn)	16	nt	1	-1	-3	nt	-3	-7
Cc1ccc2nc(SCC(=O)NC3CCCCC3)nc(=O)n2c1	-1	12	nt	5	4	-3	nt	-2
CSc1nnc(-c2cc(-c3ccc(C)cc3)nc3ccccc23)o1	-2	-5	nt	-3	0	24	11	1
O=C(NC[C@H]1[C@H](c2ccccc2)[C@@H](CO)N1C(=O)Cc1ccncc1)C1CCC1	9	4	-28	3	-3	13	4	-10
Cc1noc(NS(=O)(=O)c2ccc(NC(=O)/C=C/c3ccc(Cl)cc3Cl)cc2)c1C	nt	10	7	1	2	15	2	nt
COc1ccc(-c2ccc([C@H]3[C@@H](CO)N(C(=O)C4CCC4)[C@H]3C#N)cc2)cc1	-23	4	-26	4	-4	6	6	2
Cc1nn(Cc2c(F)c(F)c(F)c(F)c2F)c(C)c1NC(=O)c1ccc(COc2ccccc2Cl)cc1	nt	3	-2	5	-2	5	14	6
